TcdB inh – TcdB glycohydrolase inhibitors, primary screen, biochemical, single point, plate reader; TcdB glycohydrolase enzymatic assay; 350,000 compounds, 0.24% hits; inhibition, % at 9.99 µM; Toxin B (Clostridioides difficile), P18177; in the data active = inhibition above about 10%
Starred values were filed as active, the others as inactive; & = joins results of further samples.

SMILES	TcdB inh
CO[C@H](CN(C)S(=O)(=O)c1ccc(Cl)cc1)[C@@H](C)CN(C(=O)Nc1ccccc1F)[C@@H](C)CO	-0.1
C[C@@H]1CN([C@@H](C)CO)C(=O)c2cccc(N(C)C)c2O[C@H]1CN(C)C(=O)Nc1ccc(F)cc1	1.0
C[C@H]1CN([C@@H](C)CO)S(=O)(=O)c2ccc(-c3cncnc3)cc2O[C@@H]1CN(C)C(=O)Cc1ccccc1	1.1
C/C=C/c1ccc([C@@H]2[C@@H](C#N)N(C(=O)CN3CCOCC3)[C@H]2CO)cc1	-1.3
COc1ccc(-c2ccc([C@H]3[C@@H](CO)N4C(=O)CN(C(=O)C5CCOCC5)C[C@@H]34)cc2)cc1	-3.9
O=C(Nc1ccc2c(c1)[C@@H]1C[C@@H](CC(=O)N3CCc4ccccc4C3)O[C@H](CO)[C@@H]1O2)NC1CCCC1	-1.6
Cc1ccc(-c2ccc3c(c2)O[C@@H](CN(C)C)[C@@H](C)CN([C@H](C)CO)S3(=O)=O)cc1	-0.2
O=C(Nc1ccccc1F)N1CC(=O)N2[C@H](C1)[C@@H](c1ccc(C#Cc3ccc(F)cc3)cc1)[C@@H]2CO	1.1
O=C(CC1CC1)N1CC2(C1)[C@H](c1ccccc1)[C@@H](CO)N2S(=O)(=O)Cc1ccccc1	0.8
CCC(=O)Nc1ccc2c(c1)C(=O)N(C)[C@@H]1CC[C@H](CC(=O)NCCCN(C)C)O[C@@H]1CO2	0.7
CCCC#Cc1ccc2c(c1)O[C@H](CN(C)CC1CC1)[C@H](C)CN([C@@H](C)CO)S2(=O)=O	0.0
CO[C@H]1CN(C)C(=O)c2cc(NC(=O)Nc3ccccc3)ccc2OC[C@@H](C)N(CC2CC2)C[C@@H]1C	0.8
COc1ccccc1S(=O)(=O)N[C@@H]1CC[C@H](CC(=O)N2CCOCC2)O[C@@H]1CO	-2.4
O=C(Nc1ccc(F)cc1)N1C[C@H]2[C@@H](c3ccccc31)[C@@H](CO)N2C(=O)Cc1ccccn1	-2.2
C=CC1CN2CCC1C[C@@H]2CO (stereo partly specified)	0.4
C[C@H](CO)N1C[C@H](C)[C@H](CN(C)S(C)(=O)=O)Oc2ncc(C#CCN(C)C)cc2C1=O	0.0&-0.4
CC(C)CC#Cc1ccc([C@@H]2[C@@H](CO)N3C(=O)CN(C(=O)c4cccc(F)c4)C[C@@H]23)cc1	1.2
CC(=O)N1[C@H](CO)[C@H](c2ccc(-c3cccnc3)cc2)[C@H]1CNC(=O)C1CC1	0.8
COc1ccc(CNC(=O)N(C)C[C@H]2OCc3ccccc3-c3c(n(C)c4ccccc34)C(=O)N([C@H](C)CO)C[C@H]2C)cc1	-0.1
O=C(C[C@@H]1CC[C@@H]2[C@H](COC[C@H](O)CN2Cc2ccc(C(F)(F)F)cc2)O1)NCCc1ccccc1	1.5
C/C=C/c1ccc([C@H]2[C@@H](CO)N(C(=O)C3CC3)[C@H]2CN(C)S(C)(=O)=O)cc1	1.9
O=C(C[C@H]1C[C@H]2c3cc(NC(=O)NC4CCCCC4)ccc3O[C@H]2[C@@H](CO)O1)NCC(F)(F)F	-1.4
Cc1ccccc1-c1ccc([C@@H]2[C@H]3CN(C(=O)Cc4ccccn4)CCCCN3[C@H]2CO)cc1	-1.1
CNC[C@@H]1Oc2ccc(NC(=O)c3ccncc3)cc2C(=O)N([C@H](C)CO)C[C@H]1C	-0.9
COc1cccc(S(=O)(=O)N2CCCCN3[C@H](CO)[C@H](c4ccc(C#CCC(C)C)cc4)[C@@H]3C2)c1	0.5
CCCC(=O)Nc1ccc2c(c1)C(=O)N(C)C[C@@H](OC)[C@@H](C)CN(CCc1ccccc1)[C@H](C)CO2	0.5
CC(C)(O)C#Cc1ccc([C@@H]2[C@@H](CO)N3CCCCN(C(=O)c4cccnc4)C[C@@H]23)cc1	0.9
C[C@@H]1CN([C@@H](C)CO)C(=O)Cc2cc(NC(=O)C3CC3)ccc2O[C@@H]1CN(C)Cc1ccncc1	0.4
COc1ccc(S(=O)(=O)N(C)C[C@@H]2Oc3ccc(NC(=O)Cc4ccccc4)cc3CC(=O)N([C@H](C)CO)C[C@H]2C)cc1	0.3
C[C@H](CO)N1C[C@H](C)[C@H](CN(C)Cc2ccc3c(c2)OCO3)Oc2ccc(NC(=O)Nc3ccc4c(c3)OCO4)cc2C1=O	-0.2
COc1ccc(CN(C)C[C@H]2OCCCC[C@H](C)Oc3ccc(NC(=O)C4CCCCC4)cc3C(=O)N([C@@H](C)CO)C[C@@H]2C)cc1	-4.6
C[C@H]1CCCCO[C@@H](CN(C)CC2CCCCC2)[C@@H](C)CN([C@@H](C)CO)C(=O)c2cc(NC(=O)C3CCCCC3)ccc2O1	-4.3
COc1cccc(CNC(=O)C[C@H]2C=C[C@H](NC(=O)C3CC3)[C@H](CO)O2)c1	0.0
CC=Cc1ccc2n(c1=O)C[C@@H]1[C@@H](CO)[C@H](C(=O)NCc3ccccc3F)N(CC)[C@H]21 (mixture of isomers)	0.5
C[C@@H]1CN([C@H](C)CO)C(=O)c2cc(NS(=O)(=O)c3ccc(Cl)cc3)ccc2O[C@@H](C)CCCCO[C@@H]1CN(C)Cc1ccccc1	0.3
CC=Cc1ccc2n(c1=O)C[C@@H]1[C@@H](CO)[C@H](C(=O)Nc3ccc(-c4ccccc4)cc3)N(C)[C@H]21 (mixture of isomers)	0.2
CC(C)C#Cc1ccc2c(c1)O[C@@H](CN(C)Cc1cncnc1)[C@@H](C)CN([C@@H](C)CO)S2(=O)=O	-0.1
C[C@H](CO)N1C[C@H](C)[C@H](CN(C)C(=O)C2CCC2)Oc2ncc(C3=CCCC3)cc2C1=O	1.0
C[C@@H]1CN([C@H](C)CO)C(=O)c2cc(C#Cc3ccccc3F)cnc2O[C@H]1CN(C)C(=O)C1CCCCC1	-0.2
O=C(C[C@@H]1CC[C@H]2[C@@H](COC[C@H](O)CN2S(=O)(=O)c2ccccc2F)O1)NCc1ccccc1F	0.0
C[C@H](CO)N1C[C@H](C)[C@H](CN(C)C(=O)CCC(F)(F)F)OCc2ccccc2-c2c(n(C)c3ccccc23)C1=O	1.0
COCC#Cc1ccc2c(c1)O[C@@H](CN(C)Cc1ccncc1)[C@@H](C)CN([C@@H](C)CO)S2(=O)=O	0.9
O=C(C[C@@H]1C=C[C@H](NC(=O)CN2CCOCC2)[C@@H](CO)O1)NC1CCCCC1	1.0
O=C(C[C@H]1C[C@H]2c3cc(NC(=O)NC4CCCCC4)ccc3O[C@H]2[C@H](CO)O1)NCc1ccccn1	-0.9
C[C@H]1CN([C@@H](C)CO)C(=O)Cc2cc(NC(=O)CCC(F)(F)F)ccc2O[C@@H]1CN(C)Cc1ccc2c(c1)OCO2	0.2

Another view of some results above.
smiles | TcdB inh
C[C@@H]1CN([C@H](C)CO)C(=O)c2cc(NS(=O)(=O)c3ccc(Cl)cc3)ccc2O[C@@H](C)CCCCO[C@@H]1CN(C)Cc1ccccc1 | 0.3
CC=Cc1ccc2n(c1=O)C[C@@H]1[C@@H](CO)[C@H](C(=O)Nc3ccc(-c4ccccc4)cc3)N(C)[C@H]21 (mixture of isomers) | 0.2
CC(C)C#Cc1ccc2c(c1)O[C@@H](CN(C)Cc1cncnc1)[C@@H](C)CN([C@@H](C)CO)S2(=O)=O | -0.1
C[C@H](CO)N1C[C@H](C)[C@H](CN(C)C(=O)C2CCC2)Oc2ncc(C3=CCCC3)cc2C1=O | 1.0
C[C@@H]1CN([C@H](C)CO)C(=O)c2cc(C#Cc3ccccc3F)cnc2O[C@H]1CN(C)C(=O)C1CCCCC1 | -0.2
O=C(C[C@@H]1CC[C@H]2[C@@H](COC[C@H](O)CN2S(=O)(=O)c2ccccc2F)O1)NCc1ccccc1F | 0.0
C[C@H](CO)N1C[C@H](C)[C@H](CN(C)C(=O)CCC(F)(F)F)OCc2ccccc2-c2c(n(C)c3ccccc23)C1=O | 1.0
COCC#Cc1ccc2c(c1)O[C@@H](CN(C)Cc1ccncc1)[C@@H](C)CN([C@@H](C)CO)S2(=O)=O | 0.9
O=C(C[C@@H]1C=C[C@H](NC(=O)CN2CCOCC2)[C@@H](CO)O1)NC1CCCCC1 | 1.0
O=C(C[C@H]1C[C@H]2c3cc(NC(=O)NC4CCCCC4)ccc3O[C@H]2[C@H](CO)O1)NCc1ccccn1 | -0.9

The listing continues.
SMILES	TcdB inh
COc1ccc(S(=O)(=O)N(C)C[C@H]2OCCCC[C@H](C)Oc3ccc(NS(C)(=O)=O)cc3C(=O)N([C@H](C)CO)C[C@@H]2C)cc1	1.5
C[C@H](NC(=O)[C@H]1N[C@H]2c3ccc(-c4cncnc4)c(=O)n3C[C@H]2[C@@H]1CO)c1ccccc1	0.8
N#Cc1ccc(-c2ccc3c(c2)[C@@H]2[C@@H](CCN2C(=O)C2CCC2)[C@@H](CO)N3)cc1	-11
C[C@H]1CN([C@@H](C)CO)S(=O)(=O)c2ccc(-c3cncnc3)cc2O[C@@H]1CN(C)Cc1cccnc1	-0.1
Cc1noc(C)c1NC(=O)N(C)C[C@@H]1Oc2ccc(NC(=O)c3ccncc3)cc2CC(=O)N([C@@H](C)CO)C[C@@H]1C	-1.2
O=C(C1CCCCC1)N1CC2(C1)[C@H](c1ccccc1)[C@H](CO)N2Cc1ccc(Cl)cc1	-3.1
Cc1noc(C)c1NC(=O)Nc1cccc2c1O[C@@H](CN(C)Cc1ccc(Oc3ccccc3)cc1)[C@H](C)CN([C@H](C)CO)C2=O	-1.6
COc1ccc(-c2ccc3c(c2)[C@@H]2[C@@H](CCN2S(=O)(=O)C2=NC(C)C=N2)[C@@H](CO)N3C)cc1 (stereo partly specified)	0.9
CCC(=O)Nc1ccc2c(c1)C(=O)N(C)C[C@H](OC)[C@@H](C)CN(C(=O)CC1CC1)[C@H](C)CO2	0.2
C[C@@H]1CN([C@H](C)CO)S(=O)(=O)c2ccc(C#CC3CCCC3)cc2O[C@@H]1CN(C)C(=O)C1CC1	-2.0
COc1ccc(NC(=O)N2C[C@H](O)COC[C@H]3O[C@H](CC(=O)N4CCCCC4)CC[C@@H]32)cc1	-0.6
CCCNC(=O)N1[C@@H](C#N)[C@@H](c2ccc(-c3ccccc3F)cc2)[C@@H]1CO	1.1
CCCNC(=O)N1CC2(C1)[C@@H](c1ccccc1)[C@@H](CO)N2C(=O)C1CCC1	0.4
C[C@H](CO)N1C[C@H](C)[C@H](CN(C)Cc2ccncc2)Oc2cc(Br)ccc2S1(=O)=O	0.3
COc1ccc(NC(=O)N(C)C[C@@H]2Oc3ccc(NS(=O)(=O)c4ccc(Cl)cc4)cc3C(=O)N([C@H](C)CO)C[C@H]2C)cc1	-0.6

2 entries picked at random from the list so far, as already listed:
SMILES	TcdB inh
CCC(=O)Nc1ccc2c(c1)C(=O)N(C)C[C@H](OC)[C@@H](C)CN(C(=O)CC1CC1)[C@H](C)CO2	0.2
COc1ccc(S(=O)(=O)N(C)C[C@H]2OCCCC[C@H](C)Oc3ccc(NS(C)(=O)=O)cc3C(=O)N([C@H](C)CO)C[C@@H]2C)cc1	1.5

(continued)
SMILES	TcdB inh
C/C=C/c1ccc2c(c1)O[C@@H](CN(C)C(=O)CN(C)C)[C@@H](C)CN([C@H](C)CO)S2(=O)=O	1.6
C[C@@H]1CN([C@H](C)CO)S(=O)(=O)c2ccc(C3=CCCC3)cc2O[C@@H]1CN(C)Cc1ccncc1	0.4
C[C@H]1CCCCO[C@H](CN(C)S(=O)(=O)c2cn(C)cn2)[C@@H](C)CN([C@@H](C)CO)C(=O)c2cc(NS(=O)(=O)c3ccc(Cl)cc3)ccc2O1	-3.8
O=C(C[C@H]1CC[C@@H]2[C@H](COC[C@@H](O)CN2Cc2cccc(Cl)c2)O1)Nc1nccs1	0.8
COc1ccc(CN(C)C[C@@H]2OCCCC[C@@H](C)Oc3ccc(NC(=O)Nc4ccc(OC)cc4)cc3C(=O)N([C@@H](C)CO)C[C@@H]2C)cc1	-2.4
COc1cccc(NC(=O)C[C@@H]2CC[C@@H]3[C@@H](COc4ccc(NC(=O)c5ccccc5F)cc4C(=O)N3C)O2)c1	-1.7
O=C(N[C@@H]1CC[C@H](CCn2cc(-c3ccccn3)nn2)O[C@H]1CO)c1ccc(F)cc1	1.5
CN(C)C(=O)C[C@H]1CC[C@@H]2[C@H](COC[C@@H](O)CN2Cc2nccs2)O1	0.2
C/C=C/c1cnc2c(c1)C(=O)N([C@@H](C)CO)C[C@@H](C)[C@H](CN(C)C(=O)C1CCOCC1)O2	1.0
C[C@H]1CN([C@@H](C)CO)C(=O)c2cc(C#CC3(O)CCCC3)cnc2O[C@H]1CN(C)C(=O)C1CCCCC1	-0.1
CC(=O)NC[C@H]1[C@H](c2ccc(-c3ccccc3)cc2)[C@H](CO)N1C(=O)C1CC1	-2.4
O=C([C@H]1[C@H](CO)[C@H]2Cn3c(ccc(C4=CCCC4)c3=O)[C@@H]1N2C(=O)c1cccnc1)N1CCOCC1	0.5
Cc1ccc(S(=O)(=O)NCC[C@H]2CC[C@H](NC(=O)NC(C)C)[C@H](CO)O2)cc1	-5.9
O=C(C[C@@H]1CC[C@@H]2[C@H](COC[C@@H](O)CN2S(=O)(=O)c2ccccc2)O1)Nc1ccccc1	0.2
O=C(C[C@H]1CC[C@@H]2[C@H](COC[C@@H](O)CN2Cc2cccc(Cl)c2)O1)N1CCOCC1	-0.8
CN1C(=O)c2cc(NC(=O)Nc3ccccc3Cl)ccc2OC[C@H]2O[C@H](CC(=O)NCCCN3CCOCC3)CC[C@@H]21	1.6
O=C(C[C@@H]1C[C@H]2c3cc(NC(=O)c4cccnc4)ccc3O[C@H]2[C@H](CO)O1)NCC1CC1	0.1
O=C(C[C@H]1CC[C@@H]2[C@H](COC[C@@H](O)CN2Cc2nccs2)O1)N1CCC(Cc2ccccc2)CC1	0.1
Cc1ccccc1S(=O)(=O)NCC[C@H]1CC[C@@H](NC(=O)C2CCOCC2)[C@H](CO)O1	-1.1
O=C(C1CC1)N1CC(=O)N2[C@H](CO)[C@H](c3ccc(-c4ccccc4F)cc3)[C@@H]2C1	-0.2
C[C@H]1CN([C@@H](C)CO)C(=O)Cc2cc(NC(=O)C3CCCCC3)ccc2O[C@H]1CN(C)Cc1ccc(-c2ccccc2)cc1	-0.6
COc1cccc(C(=O)Nc2ccc3c(c2)C(=O)N(C)[C@@H]2CC[C@H](CC(=O)NCc4ccccc4F)O[C@H]2CO3)c1	1.5
Cc1ccc(S(=O)(=O)N[C@H]2CC[C@@H](CC(=O)NCCCN(C)C)O[C@H]2CO)cc1	0.7

A portion of the library; rates above refer to the full screens.
